# TEAD-YAP inh – TEAD-YAP interaction inhibition. HEK-TIYL cells, TEAD-Gal4/YAP UAS-luciferase luminescence. inhibition, % at 9.12 µM. actives 1.4% (n = 640,000); in the data active = inhibition above about 32%;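 also: 0% = median of test compound wells and 100% = reference inhibitor wells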
# GPR151 activ – activators of human GPR151 | Q8TDV0 | PathHunter beta-arrestin GPR151 cells, luminescence | activation, % at 11.2 µM | actives 1% (n = 650,000); in the data active = activation above about 4.9%;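 also: 0% = median of compound wells and 100% = cells with positive control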
# Target sequence (Q8TDV0 whole entry, looked up): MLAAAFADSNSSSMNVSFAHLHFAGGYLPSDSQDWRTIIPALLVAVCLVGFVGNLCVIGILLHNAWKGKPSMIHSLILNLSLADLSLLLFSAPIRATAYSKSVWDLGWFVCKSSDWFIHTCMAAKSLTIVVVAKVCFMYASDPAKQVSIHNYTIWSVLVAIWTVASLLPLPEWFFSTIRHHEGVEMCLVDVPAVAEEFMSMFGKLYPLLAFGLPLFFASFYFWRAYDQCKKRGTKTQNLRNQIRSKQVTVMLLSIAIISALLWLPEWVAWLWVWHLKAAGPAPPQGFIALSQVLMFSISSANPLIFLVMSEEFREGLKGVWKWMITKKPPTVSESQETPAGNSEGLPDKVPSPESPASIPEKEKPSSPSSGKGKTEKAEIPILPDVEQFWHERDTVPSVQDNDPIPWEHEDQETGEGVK
# FBW7 act – activators of human E3 ligase FBW7; Q969H0; AlphaScreen FBW7–phospho-cyclin E peptide binding, activator screen; normalized activity (activation), % at 26.1 µM; actives 0.13% (n = 650,000); in the data active = normalized activity above about 1.9%;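 also: purified mutant Fbw7 with reduced substrate affinity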
# MITF inh – human MITF inhibition, primary screen; O75030; AlphaScreen MITF homodimerization, bead proximity signal; inhibition, % at 2.6 µM; actives 0.91% (n = 650,000); AID 1259374; in the data active = inhibition above about 50%;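 also: 0% = vehicle wells with protein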
# Target sequence (O75030 whole entry, looked up): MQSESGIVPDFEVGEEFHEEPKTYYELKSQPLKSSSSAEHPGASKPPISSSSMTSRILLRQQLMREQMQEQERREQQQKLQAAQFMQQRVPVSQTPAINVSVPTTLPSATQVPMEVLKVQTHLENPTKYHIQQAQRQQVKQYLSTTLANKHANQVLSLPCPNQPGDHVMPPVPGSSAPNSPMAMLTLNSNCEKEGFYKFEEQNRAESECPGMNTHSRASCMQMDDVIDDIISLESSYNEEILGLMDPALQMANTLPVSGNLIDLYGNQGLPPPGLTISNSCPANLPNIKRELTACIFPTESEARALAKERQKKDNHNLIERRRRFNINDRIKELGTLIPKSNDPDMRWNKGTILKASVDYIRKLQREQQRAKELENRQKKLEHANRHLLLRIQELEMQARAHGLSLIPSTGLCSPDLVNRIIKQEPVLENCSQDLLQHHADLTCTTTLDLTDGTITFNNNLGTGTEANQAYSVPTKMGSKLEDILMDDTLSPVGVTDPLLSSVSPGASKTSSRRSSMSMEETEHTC
# Starred values were filed as active, the others as inactive; & = joins results of further samples.
SMILES,TEAD-YAP inh,GPR151 activ,FBW7 act,MITF inh
CC1=C(C(=O)Nc2cccc(C)c2C)C(c2ccc(Cl)cc2)NC(=O)N1 (configuration not stated),15,1.1,-0.1,-5
O=[N+]([O-])c1ccc(COc2ccc(/C=N/O)cc2)cc1,-74,-0.3,0.0,9
Cc1ccc(NC(=O)CN2CCN(c3ccc(O)cc3)CC2)cc1F,4,-1.0,0.4,14
CC(c1ccon1)N(C)C(=O)c1ccc(OC2CCN(C(=O)C3CC3)CC2)cc1 (configuration not stated),0,1.1,0.2,12
CCN(C(=O)CSc1n[nH]c(N)n1)c1cccc(C)c1,8,-1.0,0.0,11
O=C(Nc1ccccc1C(=O)Nc1cccnc1)c1ccccc1,17,-1.9,0.0,-2
CCC(C(=O)N1CCCC(c2c(S(C)(=O)=O)cnc3ncnn23)C1)c1ccccc1 (configuration not stated),10,0.7,0.1,20
O=C(CN1CCOCC1)N/N=C/c1cccc2ccccc12,4,0.0,-0.4,-1
O=C(CSCc1cccc(F)c1)NCc1ccc(Cl)c(Cl)c1,13,-0.4,0.2,0
N/C(=N\OCc1ccccc1)c1nonc1N,-59,-4.6,0.1,-1
COc1ccc(S(=O)(=O)N(CC(N)=O)c2ccc(Cl)cc2)cc1,-4,0.1,0.0,6
Cc1ccc(C(=O)NC(c2n[nH]c(=S)n2C)C(C)C)cc1 (configuration not stated),5,-0.1,-0.1,10
CCOC(=O)C1CCN(Cc2ccc(SC)cc2)CC1,-8,-0.4,0.1,27
CC(C)(C)n1nc2c(c1NC(=O)Nc1ccccc1)CSC2,1,-1.6,0.1,6
CCOc1ccc2nc(/N=C/c3nc(-c4cccc5ccccc45)oc3O)sc2c1,-4,-0.5,0.0,10
NC(=O)c1ccc(-c2nc(Nc3ccccc3)c3ncn(C4CCCCC4)c3n2)cc1,-4,-1.5,-0.2,8
CCc1ccccc1N1C(=O)C(Cl)=C(N2CCOCC2)C1=O,9,2.7,0.0,-2
COc1cc(/C=C/CN2CCOc3ccc(CN4CCC(O)CC4)cc3C2)ccc1O,-6,1.4,-0.1,-9
COc1ccc(CCN(C)C2CCCN(C(=O)c3cnsn3)C2)cc1OC (configuration not stated),4,1.5,0.0,-1
COc1cccc(C2(NC(=O)C3C4C=CC5(CN(C)C(=O)C35)O4)CCCC2)c1 (configuration not stated),8,0.9,0.2,10
COc1ccc(CNC(=O)CCC2(Cc3ccc(C)cc3)CCC(=O)N2)cc1OC (configuration not stated),5,0.9,0.1,17
CC(=O)Nc1ccnn1C1CCN(Cc2cnc(C)s2)CC1,-7,-1.5,-0.1,3
Cc1c(Cl)cnc(NC(=O)COC(=O)c2ccc(NC(N)=O)cc2)c1Cl,1,-0.4,-0.1,19
COCCCNc1ncnc(N)c1[N+](=O)[O-],14,-0.3,0.0,-8
COc1ccc(C(=O)N2CCN(c3nc4cc(C)ccc4cc3C#N)CC2)c(OC)c1,-21,-0.8,0.2,-27
CCC(C)NC(=O)c1[nH]c(C)c(C(=O)OC)c1C (configuration not stated),-3,-1.1,-0.1,-8
Cc1cccc(Nc2nnc(SCC(=O)Nc3ccc(C(N)=O)cc3)s2)c1C,9,0.5,0.2,-3
CCN(Cc1ccccc1)Cc1ccc([N+](=O)[O-])cc1,10,-0.1,0.0,60*
CC(=O)N1N=C(c2ccc(C)cc2)CC1c1ccco1 (configuration not stated),-28,-1.0,0.0,12
COc1cccc(OC)c1C(=O)NCC1CCCO1 (configuration not stated),2,-1.7,-0.2,9
N=C(N)c1cccc(NC(=O)c2ccc([N+](=O)[O-])o2)c1,14,-1.4,0.0,8
O=C(c1ccc2ccccc2c1)C1CCCN(C(=O)CCc2ccncc2)C1 (configuration not stated),-6,0.1,0.1,0
CCOC(=O)CC(=O)c1cc([N+](=O)[O-])c(Cl)cc1Cl,4,-1.1,0.0,-3
O=C1C2C3c4ccccc4C([N+](=O)[O-])(c4ccccc43)C2C(=O)N1Cc1ccccc1 (configuration not stated),-1,0.8,0.1,8
Cc1ccc(C(=O)CSc2nc3ccccc3c(=O)n2-c2ccccc2)s1,6,-1.5,0.5,11
Cc1ccccc1CN1C[C@@H]2C[C@@H](c3cccc(O)c3)N3CCC[C@@]23C1=O,4,-1.5,0.2,13
CCOc1ccc(NC(=O)Cn2ncc3c2-c2cc(C)ccc2OC3)cc1,6,-0.3,0.0,-4
COc1ccc(-c2cc(C(F)(F)F)n3nc(C(=O)N(C)Cc4ccccc4)c(Cl)c3n2)cc1,-2,-0.7,0.4,24
CCCCNC(=O)c1cc(=O)[nH]c2ccc(Br)cc12,0,1.1,0.0,3
O=C1C(C2=C(O)c3ccccc3C2=O)=Nc2ccccc21,-4,-0.5,-0.3,8
Nc1nonc1C(=O)N/N=C/c1ccc(-c2cccc(C(F)(F)F)c2)o1,10,0.0,0.2,2
COc1ccc(N2CCN(C(=O)Cc3ccc(Cl)cc3)CC2)c([N+](=O)[O-])c1,12,0.4,-0.1,13
CCCNC(=O)c1ccc(N2CCCCC2)c([N+](=O)[O-])c1,-15,-0.2,0.4,14
Fc1ccccc1OCCSc1ccc2c(c1)OCCO2,-58,-1.0,0.2,-1
O=Cc1cn(CCC(=O)O)nc1-c1ccccc1,6,3.3,0.4,1
COC(=O)CNC(=O)c1cc(-c2ccncc2)nc2c(C)c(Cl)ccc12,3,-0.5,-0.1,6
CCc1ccc(CN2CCc3nnc(CNS(=O)(=O)C(C)C)n3CC2)o1,-7,1.3,-0.1,-6
COc1ccc(OC)c(/C=C/C(=O)NCC2CCCO2)c1 (configuration not stated),0,0.4,-0.1,0
COc1cccc(NC(=O)CSc2nc(=O)n(CCCN(C)C)c3c2CCCC3)c1,-1,-1.8,0.4,24
CCOC(=O)c1ccc(NC(=O)CC2S/C(=N/N=C3\CSC(=O)N3)NC2=O)cc1 (configuration not stated),6,-0.9,-1.7,25
CCSc1nnc2c(n1)OC(c1ccc(C)s1)N(C(C)=O)c1ccccc1-2 (configuration not stated),4,0.6,0.1,14
O=c1c2ccccc2c2nc3c(c(-c4cccc(Br)c4)c12)c(=O)c1ccccc13,-2,-0.5,0.1,1
O=C(Nc1c2c(nn1-c1ccc(F)cc1)CS(=O)C2)c1c(F)cccc1F (configuration not stated),5,3.3,0.0,-11
Cc1cc(NC(=O)c2ccc3c(c2)C(=O)N(c2cc(C)on2)C3=O)no1,8,0.9,0.0,0
COc1ccc(-n2c(SCc3ccccc3C)nc3ccsc3c2=O)cc1,0,-0.6,-0.1,-4
O=C(Nc1cc(Sc2ccccc2)cc(S(=O)(=O)c2ccccc2)c1)c1cc(F)c(F)cc1Cl,-5,-0.3,0.3,-4
Cc1n[nH]c(C)c1CCc1nc2c3ccccc3nc(SCC#N)n2n1,-8,0.3,-0.2,1
CCCN1Cc2cccc(C(=O)Nc3ccc(OCC)cc3)c2C1=O,-15,0.1,-0.2,-6
COc1cccc(CC2=NOC(C(=O)N(Cc3ccccc3)C[C@@H]3CCC(=O)N3)C2)c1 (some centres not stated),-27,-1.0,0.1,-18
COCC(=O)Nc1ccc(S(=O)(=O)Nc2nc(C)cc(C)n2)cc1,3,-0.4,-0.2,-6

# Two entries from above, with values under each structure:
# Sequence of screens – TEAD-YAP inh | GPR151 activ | FBW7 act | MITF inh
CCCN1Cc2cccc(C(=O)Nc3ccc(OCC)cc3)c2C1=O
→ -15 | 0.1 | -0.2 | -6
CCN(C(=O)CSc1n[nH]c(N)n1)c1cccc(C)c1
→ 8 | -1.0 | 0.0 | 11

# (continued)
SMILES,TEAD-YAP inh,GPR151 activ,FBW7 act,MITF inh
CNC(=O)C(=O)NCC1OCCN1S(=O)(=O)c1ccc(C)cc1 (configuration not stated),-5,-0.5,-0.1,-9
Cc1ccc(C(=O)Nc2ccc(-c3nc4ccccc4o3)c(O)c2)cc1[N+](=O)[O-],1,-0.2,0.1,6
COc1ccc2cc(C)c(SCC(=O)Nc3ccc(NC(C)=O)cc3)nc2c1,-3,0.2,0.1,0
COC(=O)c1ccc(C(=O)Nc2ccc(S(=O)(=O)Nc3cc(OC)nc(OC)n3)cc2)cc1,-11,4.4,-0.3,10
O=C(Nc1ccnn1C1CCN(CC2CC=CCC2)CC1)C1CCCC1 (configuration not stated),-8,0.7,0.1,7
C=CCN(CC=C)C(=O)CC1(c2ccccc2Cl)CC(=O)N(CCN(C)C)C1=O (configuration not stated),0,0.0,0.0,6
CCC(c1nnnn1C(C)(C)C)N1CCN(c2ccccc2OC)CC1 (configuration not stated),2,1.6,-0.1,12
CCN(CC)C(=O)c1ccc(Cl)c(F)c1F,7,0.6,0.2,10
COC(=O)Cc1nc(Nc2cc(C)cc(C)c2)c2c(C)c(C)sc2n1,2,-0.6,0.0,2
O=C(Cn1c(=O)oc2cc(S(=O)(=O)N3CCCCC3)ccc21)N1CCCCC1,8,-0.5,-0.1,-1
O=C(Nc1ccc(N2CCOCC2)cc1)c1cc(N2CCOCC2)nc2ccccc12,-2,-1.5,-0.1,7
CCc1ccccc1NC(=S)N(Cc1ccc(C(=O)O)cc1)Cc1ccc(OC)c(OC)c1,-4,-1.2,0.3,7
CCOC(=O)c1oc2ccccc2c1C,2,-0.2,-0.1,0
Cc1nonc1NC(=O)CN1C(=O)[C@H]2CCCN2C(=O)c2ccccc21,-3,-0.1,-0.1,2
O=C1C(Nc2ccc(O)cc2)=C(n2nnc3ccccc32)C(=O)c2ccccc21,27,-1.5,-0.3,1
Cc1ccc(C(=O)Nc2ccc3c(c2)Cc2ccccc2-3)cc1,-11,3.4,0.1,3
CCN1CCN(C(=O)c2ccc(C)c([N+](=O)[O-])c2)CC1,4,0.0,0.0,-9
COc1cccc(NC(=O)/C(C#N)=N/Nc2cc(C(=O)O)ccc2C)c1,-4,-1.1,-0.1,0
CCC(C)Sc1nnc(CSc2nc(C)cc(C)n2)n1C (configuration not stated),-6,0.5,0.0,1
O=C(CCc1nnc(Cc2ccc3c(c2)OCO3)o1)N1CCCC(OCc2ccccc2)C1 (configuration not stated),-11,-0.9,-0.1,4

# Reprinted at random: six records from the list, in no set order.
SMILES,TEAD-YAP inh,GPR151 activ,FBW7 act,MITF inh
O=C(Nc1ccc(N2CCOCC2)cc1)c1cc(N2CCOCC2)nc2ccccc12,-2,-1.5,-0.1,7
CCc1ccccc1NC(=S)N(Cc1ccc(C(=O)O)cc1)Cc1ccc(OC)c(OC)c1,-4,-1.2,0.3,7
O=C1C(Nc2ccc(O)cc2)=C(n2nnc3ccccc32)C(=O)c2ccccc21,27,-1.5,-0.3,1
CCN1CCN(C(=O)c2ccc(C)c([N+](=O)[O-])c2)CC1,4,0.0,0.0,-9
CCC(C)Sc1nnc(CSc2nc(C)cc(C)n2)n1C (configuration not stated),-6,0.5,0.0,1
O=C(Cn1c(=O)oc2cc(S(=O)(=O)N3CCCCC3)ccc21)N1CCCCC1,8,-0.5,-0.1,-1

# Molecules from the list above with a tert-butyl group, in the order listed:
SMILES,TEAD-YAP inh,GPR151 activ,FBW7 act,MITF inh
CC(C)(C)n1nc2c(c1NC(=O)Nc1ccccc1)CSC2,1,-1.6,0.1,6
CCC(c1nnnn1C(C)(C)C)N1CCN(c2ccccc2OC)CC1 (configuration not stated),2,1.6,-0.1,12

# Next results follow:
SMILES,TEAD-YAP inh,GPR151 activ,FBW7 act,MITF inh
NC1=NC2CCCCC2N1C(=O)c1ccc(Cl)cc1 (configuration not stated),-59,-1.3,0.1,24
O=c1/c(=C/c2c(Cl)cccc2Cl)sc2nc3ccccc3n12,0,0.7,-0.9,14
CC1CN(C(=O)N2CCC(C(=O)NCCC3=CCCCC3)CC2)c2ccccc2O1 (configuration not stated),-6,-0.9,0.0,-4
O=C(C1CCCCC1)N1CCC(n2nc(-c3cccs3)ccc2=O)CC1,-13,-0.8,0.4,10
CC12CCC(C(=O)Nc3ccccc3[N+](=O)[O-])(CC1=O)C2(C)C (configuration not stated),2,-0.3,-0.1,-3
CCCOC(=O)C1=C(C)NC2=C(C(=O)CCC2)C1c1ccc(N(C)C)cc1 (configuration not stated),1&10,-0.7&0.8,-0.1&-0.1,2&3
CCN1/C(=C/C(C)=C/c2sc3ccccc3[n+]2CCO)Sc2ccccc21,39*,-1.2,-0.4,44
Cc1cc(N2CCN(c3ncccn3)CC2)nc2ccc(NC(=O)c3ccc(F)cc3)cc12,16,2.0,0.0,8
O=C1NC(=O)C(=Cc2cc(Br)ccc2OCc2ccc(C(=O)O)cc2)C(=O)N1,-1,0.2,-1.2,-2
Cc1ccsc1CN1CCN2C(=O)[C@H](C)NC(=O)[C@H]2C1,-4,-0.8,1.1,8
Cc1nc2ccc(NC(=O)N(C(C)C)C(C)C)cc2s1,-20,1.5,0.0,15
O=[N+]([O-])c1c(Cl)ncnc1N1CCCCCC1,1,-0.3,0.1,-13
N#C/C(=C\c1cccs1)c1nc(-c2ccc(Br)cc2)cs1,-8,1.7,0.0,-5
CC1CCN(C(c2ccccn2)c2nnnn2Cc2ccccc2)CC1 (configuration not stated),16,-1.3,1.0,12
CN1CCN(c2ccc(-c3nc(NCc4cccc(C(F)(F)F)c4)c4ncn(C5CCCCC5)c4n3)cc2)CC1,12,-1.4,-0.1,12
COc1ccc(-c2cc(CC(=O)Nc3ccc(C(C)C)cc3)no2)cc1OC,-4,0.4,0.2,20
O=C(Cc1cccs1)Nc1ccc(Br)cc1,-17,-0.5,0.2,18
COc1ccc(CC(=O)N2CCN(C(=O)Cc3ccc(OC)cc3)CC2)cc1,0,0.4,0.1,7
O=C1OC(c2ccccc2Cl)=N/C1=C\c1cccc(Br)c1,5,0.7,0.1,-5
COc1ccc(S(=O)(=O)Nc2ccc(C(C)C)cc2)cc1C,-6,-0.8,0.6,14

# High-throughput results (PubChem)
